Cardiac RTF inh: cardiac RTF calcium sensitivity inhibitors, primary screen, biochemical, IANBD-TnC fluorescence, EC70 calcium | actives 0.12% (n = 340,000) | IANBD-labeled cardiac RTF, Ca2+ fluorescence | inhibition, % at 7.15 µM;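 active means inhibition above the mean inhibition of all tested compounds plus 3 SD, cut at about 17% in these data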;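 further: assay run at fixed EC70 calcium of 1.6 mM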
DSG3 Ab inh: inhibitors of pemphigus antibody binding to DSG3, primary screen, biochemical, bead-based, flow cytometry, scFv-GFP. actives 0.48% (n = 310,000). binding (percent of control), % at 10 µM. AID 588358, 2011. DSG3-coupled beads, scFv-anti-DSG3-GFP binding; active compounds read low. Desmoglein-3 (Homo sapiens), P32926;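 active means binding more than 3 SD below its plate's average and above zero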;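 further: hits lower antibody fragment binding to DSG3; some compounds called inactive have numbers as strong as hits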
V-ATPase pHluor: regulators of yeast V-ATPase proton pumping, primary screen, pHLuorin cytosolic pH fluorescence; S. cerevisiae; actives 0.37% (n = 350,000); response, % at 10 µM; in the data active means response mostly above about 7.3%, no sharp cut-off; inactive means mostly below about 5.4%; further: actives read high; inactives centre near 0; some compounds called inactive have numbers as strong as hits
CAL PDZ FP-1: CAL PDZ peptide-binding inhibitors, primary screen, biochemical, fluorescence polarization, Cer-tagged CAL PDZ, HTS | inhibition, % at 20 µM | AID 504414, 2011 | actives 0.02% (n = 330,000) | purified CAL PDZ, TMR-peptide fluorescence polarization, 1 h;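 active means highest replicate inhibition of at least 40%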;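 further: plate controls were DMSO neutral control wells for no effect and unlabeled competitor peptide control wells for full effect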
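Test system: purified CerCALP PDZ construct; Compound dosing: one concentration, 20 µM compound; Also added: TMR-labelled reporter peptide T*-PRC34 bound in PDZ groove; Read-out: inhibition from polarization loss; Controls: unlabelled peptide and DMSO controls; Signal: FP readout, S and P plane fluorescence; Incubation: 1 h at RT.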
NSD2 HMT inh: NSD2 histone methyltransferase inhibitors, primary screen, biochemical, AlphaScreen, single concentration, set 2 | AID 743445, 2014 | NSD2 peptide methylation, 120 min | inhibition, % at 12.5 µM | actives 0.54% (n = 310,000); in the data active means inhibition above about 50%
Arr AP2 block: inhibitors of beta-arrestin/AP2 binding, primary screen, biochemical, GPCR trafficking, flow cytometry | FITC-arrestin peptide / GST-AP2 beads; AP2 beta2 appendage carries R879A mutation | actives 0.31% (n = 340,000) | AID 504490, 2011 | inhibition, % at 10 µM;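 active means inhibition above a set limit, near 3 SD of compounds lacking own fluorescence, cut at about 54% in these data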;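 further: plate controls were DMSO wells for no effect and 5 µM unlabelled arrestin peptide for full effect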
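Material – AP2 appendage R879A on GSH beads · Buffer or medium – PBS with 0.05% Tween 20 and 0.1% BSA · Probe or stimulus – fluorescein-tagged arrestin peptide at 50 nM final · Incubation – compound with beads 12 min RT, then probe 1 h RT · Detection – high-throughput flow cytometry of beads, ex 488, em 535 nm · Evaluation – percent response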
CAL PDZ FP-2: untagged CAL PDZ binding inhibitors, primary screen, biochemical, fluorescence polarization, HTS; purified CAL PDZ, TMR-peptide fluorescence polarization, 1 h; Golgi-associated PDZ and coiled-coil motif-containing protein (Homo sapiens), Q9HD26; inhibition, % at 24.9 µM; AID 602252, 2012; actives 0.92% (n = 300,000);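 active means mean inhibition of at least 30% with at least half of replicates also reaching 30%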;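 further: 0% = DMSO neutral control and 100% = excess unlabeled competitor peptide PRC23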
DAGLB inh: DAGLB lipase inhibitors, primary screen, biochemical, fluorescence, HTS; Diacylglycerol lipase-beta (Homo sapiens), Q8NCG7; HEK293T DAGLB membrane lysate, EnzChek fluorogenic substrate; inhibition, % at 5.17 µM; actives 0.059% (n = 340,000); in the data active means inhibition above about 34%;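 further: 0% = enzyme with vehicle and 100% = wells lacking enzyme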
Target sequence (Q8NCG7 whole entry, looked up): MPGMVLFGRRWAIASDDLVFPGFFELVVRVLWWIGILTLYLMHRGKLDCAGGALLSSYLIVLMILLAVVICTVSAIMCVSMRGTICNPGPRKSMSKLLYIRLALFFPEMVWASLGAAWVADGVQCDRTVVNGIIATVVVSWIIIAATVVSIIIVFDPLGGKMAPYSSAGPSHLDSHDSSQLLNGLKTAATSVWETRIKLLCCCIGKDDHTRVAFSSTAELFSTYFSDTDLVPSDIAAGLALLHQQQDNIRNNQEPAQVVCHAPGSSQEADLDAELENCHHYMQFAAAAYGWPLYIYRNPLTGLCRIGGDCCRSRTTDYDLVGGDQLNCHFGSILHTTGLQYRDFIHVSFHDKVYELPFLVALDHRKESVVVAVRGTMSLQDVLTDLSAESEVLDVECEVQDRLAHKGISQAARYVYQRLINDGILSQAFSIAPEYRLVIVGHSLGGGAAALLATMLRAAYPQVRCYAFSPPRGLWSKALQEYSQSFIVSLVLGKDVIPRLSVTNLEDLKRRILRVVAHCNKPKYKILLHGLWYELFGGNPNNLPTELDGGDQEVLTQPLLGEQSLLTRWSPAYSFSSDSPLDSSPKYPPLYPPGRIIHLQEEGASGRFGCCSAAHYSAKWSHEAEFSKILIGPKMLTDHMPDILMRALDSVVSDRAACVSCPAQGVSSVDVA
C-LANA FP: inhibitors of KSHV C-LANA binding to DNA, primary screen, biochemical, fluorescence polarization, FAM-LBS DNA, MBP-C-LANA, single point. inhibition, % at 9 µM. actives 0.078% (n = 340,000). AID 504423, 2011;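 active means highest replicate inhibition at or above 60% at 9 µM, even if other replicates fall short; inactive means all replicates below 60% inhibition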;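 further: 0% = neutral control wells and 100% = 4 µM acridine orange control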
Keap1 Nrf2 FP: Keap1-Nrf2 protein-protein interaction inhibitors, primary screen, biochemical, fluorescence polarization, single point. Kelch-like ECH-associated protein 1 (Homo sapiens), Q14145. AID 504523, 2011. inhibition, % at 9.4 µM. actives 0.15% (n = 340,000). Keap1 Kelch-Nrf2 peptide fluorescence polarization, 1536-well; in the data active means inhibition above about 12%;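 further: human Keap1 Kelch domain with fluorescein labeled Nrf2 9mer peptide probe; 0% = neutral control wells and 100% = peptide positive control; higher means more block of Keap1 binding to Nrf2 peptide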
The depositor's hits bear a star. Only part of the results is shown, so the mix of outcomes need not match the whole.

COc1ccc(-c2ccc([C@H]3[C@H]4C=CC[C@@H](C)[C@@H]4C(=O)N3Cc3ccccc3)c(F)c2)cc1 was read as Cardiac RTF inh -8, DSG3 Ab inh 96, V-ATPase pHluor 2, CAL PDZ FP-1 -0.2, Arr AP2 block 0, CAL PDZ FP-2 8, DAGLB inh -10, C-LANA FP -0.9 and Keap1 Nrf2 FP -2.
Screening O=C(NCc1cccnc1)c1nc(-c2ccccc2)n(-c2ccccc2)n1 returned Cardiac RTF inh -2, DSG3 Ab inh 114, V-ATPase pHluor -1, CAL PDZ FP-1 -1.4, NSD2 HMT inh 2, Arr AP2 block 1, CAL PDZ FP-2 -3, DAGLB inh 0, C-LANA FP 0.6 and Keap1 Nrf2 FP -5.
For O=C(CSc1n[nH]c(-c2ccncc2)n1)Nc1ccccc1 the results were Cardiac RTF inh 2, DSG3 Ab inh 99, V-ATPase pHluor -68, CAL PDZ FP-1 -1.1, NSD2 HMT inh -2, Arr AP2 block 6, CAL PDZ FP-2 -2, DAGLB inh 0, C-LANA FP -1.1 and Keap1 Nrf2 FP -3.
For CCN(CC)S(=O)(=O)c1ccc(NCc2ccccc2)nc1 the results were Cardiac RTF inh -6, DSG3 Ab inh 99, V-ATPase pHluor -1, CAL PDZ FP-1 0.3, NSD2 HMT inh 3, Arr AP2 block 0, CAL PDZ FP-2 -3, DAGLB inh 0, C-LANA FP -0.3 and Keap1 Nrf2 FP 4.
Screening COC(=O)c1ccc(C(=O)OC)c(NC(=O)CSCc2ccccc2Br)c1 returned Cardiac RTF inh -6, DSG3 Ab inh 103, V-ATPase pHluor -6, CAL PDZ FP-1 -1.6, NSD2 HMT inh -1, Arr AP2 block 31, CAL PDZ FP-2 -1, DAGLB inh -3, C-LANA FP 0.4 and Keap1 Nrf2 FP -3.
`Cc1ccc(NC(=O)C2C(C(=O)O)C3C=CC2C32CC2)cc1` (configuration not stated) gave Cardiac RTF inh -2, DSG3 Ab inh 104, V-ATPase pHluor 3, CAL PDZ FP-1 -0.8, NSD2 HMT inh -1, Arr AP2 block -10, DAGLB inh 2, C-LANA FP -0.2 and Keap1 Nrf2 FP 0.
O=C1CC(c2ccncc2)c2cc3c(cc2N1)OCCO3 (configuration not stated) was read as Cardiac RTF inh -6, DSG3 Ab inh 82, V-ATPase pHluor 3, CAL PDZ FP-1 -3.3, NSD2 HMT inh 1, Arr AP2 block -5, CAL PDZ FP-2 2, DAGLB inh -5, C-LANA FP 0.1 and Keap1 Nrf2 FP -3.
`O=C(COCCOCC(=O)N(c1ccccn1)C1CCCCC1)N(c1ccccn1)C1CCCCC1` gave Cardiac RTF inh -5, DSG3 Ab inh 103, V-ATPase pHluor 0, CAL PDZ FP-1 -0.6, NSD2 HMT inh -7, Arr AP2 block 0, CAL PDZ FP-2 0, DAGLB inh -2, C-LANA FP 0.1 and Keap1 Nrf2 FP -3.
O=C(O)C1CCCCC1C(=O)NCCCn1ccnc1 (configuration not stated) was read as Cardiac RTF inh -9, DSG3 Ab inh 98, V-ATPase pHluor 1, CAL PDZ FP-1 -0.4, NSD2 HMT inh -1, Arr AP2 block 3, DAGLB inh -2, C-LANA FP -0.1 and Keap1 Nrf2 FP -7.
Screening O=C(Oc1ccc(OC(=O)N2CCCCC2)cc1)c1ccccc1 returned Cardiac RTF inh -8, DSG3 Ab inh 68*, V-ATPase pHluor -3, CAL PDZ FP-1 -1.6, NSD2 HMT inh -5, Arr AP2 block -2, CAL PDZ FP-2 -4, DAGLB inh 2, C-LANA FP 0.2 and Keap1 Nrf2 FP -6.
For CC(C(=O)O)n1c(C(F)(F)F)nc2ccccc21 (configuration not stated) the results were Cardiac RTF inh -4, DSG3 Ab inh 102, V-ATPase pHluor 3, CAL PDZ FP-1 -0.8, NSD2 HMT inh -2, Arr AP2 block -3, DAGLB inh -1, C-LANA FP 2.8 and Keap1 Nrf2 FP -3.
For CCOC(=O)c1cccc(NC(=O)CCNS(=O)(=O)c2cc(Br)cnc2N)c1 the results were Cardiac RTF inh -9, DSG3 Ab inh 99, V-ATPase pHluor 0, CAL PDZ FP-1 0.2, NSD2 HMT inh -2, Arr AP2 block -1, CAL PDZ FP-2 1, DAGLB inh 0, C-LANA FP -1.3 and Keap1 Nrf2 FP -1.
For CCOC(=O)/C(N=Nc1ccc(F)cc1)=C(/O)c1ccc([N+](=O)[O-])cc1 the results were Cardiac RTF inh -27, DSG3 Ab inh 84, V-ATPase pHluor -1, CAL PDZ FP-1 -2.4, NSD2 HMT inh -2, Arr AP2 block 28, CAL PDZ FP-2 -6, DAGLB inh 2, C-LANA FP -5.3 and Keap1 Nrf2 FP 1.
For O=C(CN1C(=O)COc2ccc(S(=O)(=O)N3CCCC3)cc21)N1CCCC1 the results were Cardiac RTF inh 8, DSG3 Ab inh 98, V-ATPase pHluor 8, CAL PDZ FP-1 -3.5, NSD2 HMT inh 0, Arr AP2 block -3, CAL PDZ FP-2 -2, DAGLB inh 3, C-LANA FP 3.4 and Keap1 Nrf2 FP -3.
`CCC(=O)Nc1ccc(C(=O)NNC(=O)c2cc([N+](=O)[O-])cc([N+](=O)[O-])c2)cc1` gave Cardiac RTF inh 15, DSG3 Ab inh 102, V-ATPase pHluor -1, CAL PDZ FP-1 -0.1, NSD2 HMT inh -3, Arr AP2 block 16, CAL PDZ FP-2 -4, DAGLB inh 1, C-LANA FP -0.9 and Keap1 Nrf2 FP 2.
COc1ccc(-c2cc(C(F)(F)F)nc(SCC(=O)N3CC(C)OC(C)C3)n2)cc1OC (configuration not stated) was read as Cardiac RTF inh 5, DSG3 Ab inh 108, V-ATPase pHluor 2, CAL PDZ FP-1 -1.0, NSD2 HMT inh -3, Arr AP2 block 9, CAL PDZ FP-2 -1, DAGLB inh 2, C-LANA FP 0.9 and Keap1 Nrf2 FP 1.
Screening CCN(C(=O)COC(=O)Cc1c[nH]c2ccccc12)c1c(N)n(Cc2ccccc2)c(=O)[nH]c1=O returned Cardiac RTF inh 3, DSG3 Ab inh 107, V-ATPase pHluor 4, CAL PDZ FP-1 -2.8, NSD2 HMT inh 8, Arr AP2 block 71*, CAL PDZ FP-2 -2, DAGLB inh 2, C-LANA FP 0.5 and Keap1 Nrf2 FP 1.
Screening CSCC[C@H](NC(=O)N1CCn2c1nc1ccccc12)C(=O)N1CCCCC1 returned Cardiac RTF inh 1, DSG3 Ab inh 93, V-ATPase pHluor -2, CAL PDZ FP-1 0.1, NSD2 HMT inh -3, Arr AP2 block -7, CAL PDZ FP-2 -1, DAGLB inh 1, C-LANA FP -1.4 and Keap1 Nrf2 FP 3.
COc1ccc(OC(=O)COc2cc(C)ccc2C)cc1 was read as Cardiac RTF inh 4, DSG3 Ab inh 109, V-ATPase pHluor -1, CAL PDZ FP-1 -1.0, NSD2 HMT inh 1, Arr AP2 block 30, CAL PDZ FP-2 -1, DAGLB inh -6, C-LANA FP 1.7 and Keap1 Nrf2 FP -4.
Clc1ccc(OCCNCCc2ccccc2)cc1 was read as Cardiac RTF inh -4, DSG3 Ab inh 114, V-ATPase pHluor -3, CAL PDZ FP-1 -17, NSD2 HMT inh 20, Arr AP2 block 35, CAL PDZ FP-2 -2, DAGLB inh -3, C-LANA FP -1.2 and Keap1 Nrf2 FP -7.
CSc1ccccc1OCc1cc(C(=O)NCc2cccc(C)n2)no1 was read as Cardiac RTF inh -4, V-ATPase pHluor 4, CAL PDZ FP-1 -3.1, NSD2 HMT inh -1, Arr AP2 block -6, CAL PDZ FP-2 -6, DAGLB inh -1, C-LANA FP -0.2 and Keap1 Nrf2 FP -2.
Screening Cc1ccccc1NC(=O)CSc1nc(N2CCCCC2)nc(N2CCCCC2)n1 returned Cardiac RTF inh -9, DSG3 Ab inh 91, V-ATPase pHluor 6, CAL PDZ FP-1 0.6, NSD2 HMT inh 1, Arr AP2 block 8, CAL PDZ FP-2 3, DAGLB inh 0, C-LANA FP -0.6 and Keap1 Nrf2 FP -1.
`CC(=O)/C(C#N)=C1\NC(=O)C(Cc2ccccc2C)S1` (configuration not stated) gave DSG3 Ab inh 102, V-ATPase pHluor -2, NSD2 HMT inh -1 and Arr AP2 block -9.

5 entries already listed, arranged by molar mass, largest number first.
Screening CCN(C(=O)COC(=O)Cc1c[nH]c2ccccc12)c1c(N)n(Cc2ccccc2)c(=O)[nH]c1=O returned Cardiac RTF inh 3, DSG3 Ab inh 107, V-ATPase pHluor 4, CAL PDZ FP-1 -2.8, NSD2 HMT inh 8, Arr AP2 block 71*, CAL PDZ FP-2 -2, DAGLB inh 2, C-LANA FP 0.5 and Keap1 Nrf2 FP 1.
COc1ccc(-c2cc(C(F)(F)F)nc(SCC(=O)N3CC(C)OC(C)C3)n2)cc1OC (configuration not stated) was read as Cardiac RTF inh 5, DSG3 Ab inh 108, V-ATPase pHluor 2, CAL PDZ FP-1 -1.0, NSD2 HMT inh -3, Arr AP2 block 9, CAL PDZ FP-2 -1, DAGLB inh 2, C-LANA FP 0.9 and Keap1 Nrf2 FP 1.
Screening Cc1ccccc1NC(=O)CSc1nc(N2CCCCC2)nc(N2CCCCC2)n1 returned Cardiac RTF inh -9, DSG3 Ab inh 91, V-ATPase pHluor 6, CAL PDZ FP-1 0.6, NSD2 HMT inh 1, Arr AP2 block 8, CAL PDZ FP-2 3, DAGLB inh 0, C-LANA FP -0.6 and Keap1 Nrf2 FP -1.
For O=C(CSc1n[nH]c(-c2ccncc2)n1)Nc1ccccc1 the results were Cardiac RTF inh 2, DSG3 Ab inh 99, V-ATPase pHluor -68, CAL PDZ FP-1 -1.1, NSD2 HMT inh -2, Arr AP2 block 6, CAL PDZ FP-2 -2, DAGLB inh 0, C-LANA FP -1.1 and Keap1 Nrf2 FP -3.
`CC(=O)/C(C#N)=C1\NC(=O)C(Cc2ccccc2C)S1` (configuration not stated) gave DSG3 Ab inh 102, V-ATPase pHluor -2, NSD2 HMT inh -1 and Arr AP2 block -9.
